Screening data from PubChem BioAssay.
HP1b chromo inh – HP1-beta chromodomain-methylated histone interaction inhibition; P83916; AlphaScreen HP1-beta / biotin-H3K9me3 peptide binding; Potency, µM (doses to about 114 µM), inactives show top-dose activity change, negative = inhibition, most hits filed as inhibitors; 390,000 tested, 0.56% active; AID 540317; further: potency means the concentration at half of the fitted maximal effect; nearly all actives have a fitted effect of over 70% in size; inactives centre near 23
Target sequence (P83916 whole entry, looked up): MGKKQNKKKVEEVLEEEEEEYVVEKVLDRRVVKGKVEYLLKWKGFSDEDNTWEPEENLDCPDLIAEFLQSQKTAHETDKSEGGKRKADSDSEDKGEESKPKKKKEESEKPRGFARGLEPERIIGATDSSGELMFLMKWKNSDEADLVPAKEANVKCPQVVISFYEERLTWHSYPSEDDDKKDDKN
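HP1-beta protein (50 nM final) preincubated 30 min at room temperature with biotinylated H3(1-18)K9me3 peptide (50 nM) in PBS pH 7.4, 0.01% Tween-20, then compound added for 30 min. AlphaScreen streptavidin donor/nickel chelate acceptor beads (10 ug/mL final), 30 min dark, luminescence read.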
ERG-DNA inh – blocks human ERG Ets domain binding to DNA; P11308; fluorescence polarization, His-ERG Ets domain / labelled DNA; Potency, µM (top dose mostly 76.9 µM), inactives show at the top dose FP activity, negative = inhibition, most hits filed as inhibitors; 370,000 tested, 0.028% active; AID 624246; active means well fitted inhibition curve with a large enough effect in the polarisation, with a control signal flat; inconclusive means small, poorly fitted or top-dose-only effect, or effect the other way, or a change in a side signal; inactive means no such curve, though single readings can be large or run the other way; the % refers to the polarisation;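 further: polarization taken with two DNA probes labelled with fluorescein and Texas red; potency means the concentration at half of the fitted maximal effect; % of control where 0% means no effect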
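His-tagged ERG Ets domain (1 uM in the protein solution; 300mM KCl, 50mM Tris-HCl, 1mM EDTA, 1mM DTT, pH 7.5) received compound, then a probe mix of 5 nM fluorescein-DNA and 100nM Texas-615-DNA. Fluorescence polarization was read for both dyes.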
PI4K2A inh – blocks human PI4K2A kinase activity. Q9BTU6. AID 1346378. purified PI4K2A, ADP-Glo luminescence, 1 h; hits give low values. activity change, negative = inhibition, % at 76.9 µM. 420,000 tested, 0.13% active; in the data active means activity change below about -50%; inconclusive means mostly about -30% to -49%;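 further: -100% = wells without enzyme as full effect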
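ADP-Glo luminescence measured ADP generated by PI4K2A enzyme (4 ug/mL before mixing) with 1.2 mM PI substrate (pre-mix) and 300 microM ATP (pre-mix). Tris pH7.5 buffer with MgCl2, Triton X-100; 1 h reaction at ambient temperature.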
G9a block – G9a (human) methyltransferase inhibition; Q96KQ7; G9a H3K9 monomethylation, AlphaScreen, 2 h; Potency, µM (top dose mostly 102 µM), inactives show at the top dose activity, negative = inhibition, hits mostly inhibitors; 350,000 tested, 8.8% active; AID 504332; further: potency means the concentration at half of the fitted maximal effect; on the % scale 0 is the no-effect control and ±100 the full control effect; nearly all actives have a fitted effect of over 75% in size
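G9a (20 nM) preincubated 15 min RT with compounds, then 500 nM biotinylated H3K9 peptide and 20 uM SAM added; 2 h RT reaction. Monomethyl-H3K9 product detected by AlphaScreen with anti-H3K9me1 antibody, streptavidin donor and anti-rabbit IgG acceptor beads.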
RGS4 inh – human RGS4 inhibition. P49798. Potency, µM (series often up to 114 µM), inactives show top-dose activity change, negative = inhibition, usual class: inhibitors. 390,000 tested, 0.039% active. Transcreener GDP fluorescence polarization, RGS4-accelerated GTP hydrolysis; further: potency means the concentration at half of the fitted maximal effect; on the % scale 0 is the no-effect control and ±100 the full control effect; nearly all actives have a fitted effect of over 75% in size; some results filed as inactive show a strong effect at the top dose
Target sequence (P49798 whole entry, looked up): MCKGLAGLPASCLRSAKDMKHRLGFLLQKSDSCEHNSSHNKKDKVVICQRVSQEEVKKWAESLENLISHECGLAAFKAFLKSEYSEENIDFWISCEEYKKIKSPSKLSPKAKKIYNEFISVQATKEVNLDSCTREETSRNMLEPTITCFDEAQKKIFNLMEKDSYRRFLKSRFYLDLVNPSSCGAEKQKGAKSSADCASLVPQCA
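MLSMR compounds (23 nl, pin-transferred) preincubated 10 min at room temperature with a 500nM (2x) first reagent, then RGS4 at 900nM (2x) plus Transcreener GDP mix added; fluorescence polarization (620/688 nm) read before and after 90 min at 30 °C.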
ALOX12 inh – blocks human arachidonate 12S-lipoxygenase; 580,000 tested, 1.1% active; Potency, µM (highest dose often 108 µM), without a hit: at the highest dose activity change, negative = inhibition, usual class: inhibitors; AID 1671190; P18054; purified 12hLO, xylenol orange hydroperoxide absorbance; further: potency means the concentration at half of the fitted maximal effect; on the % scale 0 is the no-effect control and ±100 the full control effect
Target sequence (P18054 whole entry, looked up): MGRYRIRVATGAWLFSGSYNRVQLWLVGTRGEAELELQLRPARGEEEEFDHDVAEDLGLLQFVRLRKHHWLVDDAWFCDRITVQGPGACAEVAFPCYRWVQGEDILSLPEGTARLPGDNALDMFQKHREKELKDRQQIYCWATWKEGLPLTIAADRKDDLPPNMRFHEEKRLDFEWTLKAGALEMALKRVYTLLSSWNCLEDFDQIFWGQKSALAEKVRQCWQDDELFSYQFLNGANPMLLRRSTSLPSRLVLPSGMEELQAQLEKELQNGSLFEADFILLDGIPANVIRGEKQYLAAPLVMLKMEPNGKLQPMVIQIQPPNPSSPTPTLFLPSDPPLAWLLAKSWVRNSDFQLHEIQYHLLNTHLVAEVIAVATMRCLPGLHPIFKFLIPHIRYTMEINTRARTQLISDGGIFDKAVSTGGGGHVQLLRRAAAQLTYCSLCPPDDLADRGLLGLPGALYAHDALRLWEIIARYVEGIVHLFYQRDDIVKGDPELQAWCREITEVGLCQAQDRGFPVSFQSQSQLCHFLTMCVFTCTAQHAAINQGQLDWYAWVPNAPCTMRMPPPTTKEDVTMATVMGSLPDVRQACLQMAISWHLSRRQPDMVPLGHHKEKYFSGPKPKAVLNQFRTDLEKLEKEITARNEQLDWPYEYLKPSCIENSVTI
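Purified human 12hLO (150 nM final) in 25 mM Hepes, 0.01% Triton X-100, pH 7.0 was preincubated 15 min at room temperature with compound. Then 40 uM arachidonic acid was added, 30 min. Hydroperoxide was read by Fe-XO absorbance ratio 573/405 nm.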
BAZ2B block – BAZ2B (human) inhibition | Potency, µM (highest dose often 114 µM), inactives show top-dose activity change, negative = inhibition, hits mostly inhibitors | 360,000 tested, 4.4% active | AlphaScreen BAZ2B-H3K14Ac peptide displacement | Q9UIF8; further: potency means the concentration at half of the fitted maximal effect; on the % scale 0 is the no-effect control and ±100 the full control effect; nearly all actives have a fitted effect of over 60% in size
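In this displacement format the biotinylated H3(5-23) peptide acetylated at Lys14 serves as ligand at 50 nM, with BAZ2B at 50 nM in PBS pH 7.4 containing 0.01% Tween-20. Donor and acceptor beads are 10 ug/mL final.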
GLS inhibitor – blocks human kidney-isoform glutaminase activity; O94925; GLS enzymatic activity, qHTS titration; Potency, µM (highest dose often 45.5 µM), inactives show at the highest dose activity change, negative = inhibition, most hits filed as inhibitors; 410,000 tested, 0.21% active; AID 624170; further: potency means the concentration at half of the fitted maximal effect; on the % scale 0 is the no-effect control and ±100 the full control effect
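hKGA; 45 mM KH2PO4 pH 8.2 + 0.02% Tween-20; cpd via pin tool; 1 mM Gln soln; GluOx/HRP/Amplex Red; RT 30 min; fluor. t0 & final.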
JMJD2A Tudor inh – inhibitors of human JMJD2A Tudor domain | O75164 | 390,000 tested, 4.4% active | AlphaScreen JMJD2A-Tudor / H3K4me3 peptide binding | Potency, µM (top dose mostly 114 µM), for inactives: at the top dose activity change, negative = inhibition, usual class: inhibitors; further: potency means the concentration at half of the fitted maximal effect; on the % scale 0 is the no-effect control and ±100 the full control effect; nearly all actives have a fitted effect of over 50% in size
Starred values were filed as active, the others as inactive; ? = inconclusive; / = not tested or not shown; & = joins results of further samples; [ ] = remark or other dose. Unless noted, the call rests on the fitted dose curve; in most records, active means well fitted curve in the direction sought with a large enough effect; inconclusive means small, poorly fitted or top-dose-only effect, or another doubt; inactive means no such curve, though single readings can be large; an effect the other way counts as inactive or inconclusive.

| HP1b chromo inh | ERG-DNA inh | PI4K2A inh | G9a block | RGS4 inh | ALOX12 inh | BAZ2B block | GLS inhibitor | SMILES | JMJD2A Tudor inh |
| --- | --- | --- | --- | --- | --- | --- | --- | --- | --- |
| 1.7% | 1.3% | 3.5 | -2.8% | -3.8% | 62.3%[activator] | -0.2% | -13.9% | CCOC(=O)c1c(N)c2cc([N+](=O)[O-])ccc2n1C | -29.1% |
| -2.4% | -0.8% | -0.9 | 0.2% | 5.3% | -30.2% | -1.1% | 0.8% | Cc1csc(SCC(=O)Nc2ccc(S(=O)(=O)N3CCCC3)cc2)n1 | -16.0% |
| 26.4% | / | -11.2 | 10.7%[12.7 µM] | -35.4% | -30.5% | ? | 22.0% | NC(=O)C1CCN(c2nc(-c3ccc4occc(=O)c4c3)cs2)CC1 | ? |
| 28.3% | 0.2% | -4.5 | -13.5%[59 µM] | -50.1% | 44.9%[activator] | -30.3% | 3.0% | c1ccc(OCc2nn3c(-c4n[nH]c5c4CCC5)nnc3s2)cc1 | -17.4% |
| 23.1% | -13.7% | 0.0 | 8.9%[59 µM] | 0.9% | 12.0% | -12.3% | -6.3% | CCOC(=O)C1=C(CS(=O)(=O)c2ccccc2)NC(=O)NC1c1ccccc1OC (stereo not drawn) | -2.1% |
| 29.5% | 3.6% | -1.9 | 78.9%[activator][59 µM] | -13.1% | -16.0% | 46.3%[activator] | -15.5% | Cn1c(=O)c2[nH]c(CNCc3ccccc3Cl)nc2n(C)c1=O | -12.1% |
| 7.9% | 0.6% | -1.8 | 8.4% | 3.1% | -2.4% | 1.7% | -2.2% | CC(C)(C)C(=O)CN1C(=O)NC(c2ccccc2)(c2ccccc2)C1=O | -6.2% |
| 21.1% | 19.2% | 0.6 | -7.0%[0.0925 µM] | -13.6% | ? | -20.5% | -18.9% | O=S1(=O)CCC(n2ncc3c2/C(=C/c2ccccc2)CC3)C1 (stereo not drawn) | -16.6% |
| 15.3% | 4.0% | 3.4 | 22.3%[2.33 µM] | 29.2% | 14.3% | 0.5% | 4.9% | CCOc1cccc(Oc2ncccc2C(=O)/C(C#N)=C/N(C)C)c1 | -9.7% |
| 22.9% | -1.7% | -0.6 | 6.1%[59 µM] | -9.5% | ? | -5.8% | 3.2% | COc1ccc(C)cc1N(C)C(=O)CCc1nc(-c2ccccc2F)no1 | -4.8% |
| 32.6% | -1.0% | -5.0 | 23.0%[59 µM] | 9.2% | 14.4% | -0.2% | 1.4% | COC(=O)c1cc(/C=C/c2ccccc2)[nH]n1 | -16.4% |
| ? | -4.3% | -0.2 | 3.55µM* | ? | ? | -5.9% | 3.6% | CCCOC(=O)c1c(NC(=O)C2CCCO2)sc(C(=O)OC)c1C (stereo not drawn) | ? |
| 18.6% | -4.7% | 2.0 | 10.6%[59 µM] | 11.0% | 18.9% | 11.1% | 3.7% | CCOc1ccc(C(=O)NCCCN(CC)CC)cc1 | -14.7% |
| -25.5% | -9.6% | -4.0 | -33.9% | 1.4% | -4.4% | 7.9% | 20.7% | COc1cc(C(=O)NCC(c2cccs2)N2CCc3ccccc32)cc(OC)c1OC (stereo not drawn) | ? |
| 37.0% | 5.3% | 1.5 | 4.8%[59 µM] | -13.0% | -16.9% | / | -11.7% | Cc1cc(C)cc(NC(=O)C2CCCN(S(=O)(=O)c3cccc4nsnc34)C2)c1 (stereo not drawn) | -20.0% |
| 51.0%[activator] | -1.3% | -2.1 | 10.4%[59 µM] | 2.4% | -0.8% | -2.8% | 0.9% | O=C(CCc1nc(-c2ccccc2F)no1)Nc1cccc(C(F)(F)F)c1 | -1.4% |
| 21.1% | -13.2% | -1.1 | 26.1% | 3.9% | 0.0% | 4.1% | -2.2% | O=C(NCc1ccc(N2CCCC2=O)cc1)c1cn(Cc2ccccc2)nn1 | 3.8% |
| 44.0%[activator] | / | -2.6 | / | -10.6% | -17.8% | / | -2.5% | O=S(=O)(c1c(F)cccc1F)C1CCN(S(=O)(=O)c2ccc3c(c2)OCCO3)CC1 | -5.7%&-11.6% |
| 32.3% | -6.1% | -0.9 | 9.1%[59 µM] | 11.7% | 32.6%[activator] | 8.9% | 4.6% | CCCN(CCC)c1c([N+](=O)[O-])c(=O)oc2ccccc12 | -7.0% |
| 24.3% | -7.6% | -1.5 | 3.7%[0.501 µM] | 10.2% | ? | ? | 5.8% | Cn1c(C=O)c(C#CC(C)(C)O)c2ccccc21 | -21.1% |
| 63.5%[activator] | 2.5% | 0.4 | -27.1% | -5.0% | -21.6% | -1.5% | -1.2% | CC1(C)Cc2cccc(OCC(=O)Nc3ccccc3F)c2O1 | 2.9% |
| 27.1% | / | -3.7 | -9.4%[59 µM] | -5.0% | -9.5% | 2.9% | -0.2% | Cc1c(Cl)cccc1NC(=O)CN1CCC(NC(=O)C2CCCCC2)CC1 | -8.3% |
| 55.5%[activator] | 9.2% | -1.9 | 2.7% | -11.5% | 5.1% | 0.4% | -0.5% | C[C@@H](NC(=O)[C@@H]1Cc2ccccc2CN1C(=O)OC(C)(C)C)C(=O)NCC1CCCO1 (stereo partly drawn) | -10.6% |
| 45.5%[activator] | 4.1% | -17.4 | ? | -7.7% | 463.7%[activator] | 5.5% | -0.5% | Cc1ccc(S(=O)(=O)c2c(COC(=O)c3cccc(Cl)c3)c(-c3ccccc3)nn2C)cc1 | -3.8% |
| 13.9% | -2.2% | -2.3 | -24.5%[12.7 µM] | 5.5% | 0.0% | 2.7% | 1.0% | Clc1cccc(NC2=NCCC2)c1 | -19.0% |
| -15.0% | 13.3% | 1.0 | 19.2%[59 µM] | -25.3% | -10.9% | 4.7% | 8.0% | CCOC(=O)c1ccc(C(=O)OCC)c(NC(=S)Nc2ccc([N+](=O)[O-])cc2OC)c1 | -20.2% |
| 11.7% | 0.6% | 0.6 | ? | 20.1% | ? | ? | -11.1% | CCCN1CCN(c2nnc(-n3cccc3C(=O)Nc3cc(Cl)ccc3C)s2)CC1 | ? |
| 24.8% | 0.3% | 2.4 | 0.3%[59 µM] | -16.3% | ? | -3.1% | 1.9% | Cc1ccc(C(=O)CNc2ccc(F)cc2)cc1 | -2.3% |
| 20.6% | 8.8% | -2.3 | / | -12.9% | -10.0% | -5.8% | 15.8% | CCOC(=O)C1(CCOc2ccccc2)CCN(Cc2ccc(O)cc2)CC1 | -22.6% |
| 33.7%[activator] | -6.5% | 6.5 | / | 9.8% | 15.2% | -1.6% | 18.0% | NNC(=O)CSc1nnnn1-c1ccccc1 | -11.6% |
| ? | -2.1% | 4.1 | ? | -22.6% | -23.2% | ? | 0.6% | CCOCCCNCc1c(Cl)cccc1Cl | 5.01µM* |
| 29.5% | -5.8% | -6.7 | 11.9% | -19.6% | 2.1% | -17.2% | -4.3% | Cc1cc(C)c(N2C(=O)C3C4CC(=O)C(c5ccccc54)C3C2=O)c(C)c1 (stereo not drawn) | -7.8% |
| -5.2% | 8.0% | -1.6 | -7.2% | 14.6% | 0.9% | -13.7% | 1.3% | CN(CC(=O)NCCc1ccccc1)Cc1ccco1 | 3.5% |
| 38.0% | -2.5% | -0.2 | 8.7%[0.501 µM] | -4.2% | 12.4% | 11.0% | 13.2% | CCOc1ccc(S(=O)(=O)NCCC(=O)NCc2ccccn2)cc1 | -4.8% |
| 35.2% | 2.7% | 4.0 | -6.9%[59 µM] | -0.6% | 0.0% | -28.5% | 29.8% | Cc1noc(C)c1S(=O)(=O)Nc1c(C)n(C)n(-c2ccccc2)c1=O | -4.1% |
| 7.4% | 4.2% | -0.9 | 8.1%[59 µM] | 7.1% | -8.2% | -11.1% | -13.2% | CCC(=O)c1cc2c(cc1NC(=O)c1ccccc1F)OCCO2 | -4.5% |
| 16.0% | -19.2% | -0.1 | -44.1% | -18.7% | -13.0% | -3.2% | -12.0% | O=C(N/N=C/c1ccccc1)c1ccc(NC(=O)c2ccc(F)cc2)cc1 | 0.0% |
| 5.7% | 1.2% | 0.8 | -3.8% | -0.8% | 6.5% | -37.3% | -0.4% | O=C(CCn1cccc1)Nc1ccc(F)cc1 | -27.0% |
| 26.2% | 5.5% | 10.1 | 9.7% | 13.9% | 5.2% | 27.1% | -1.1% | CC(C)Oc1ccc(C(CC(=O)N2CCOCC2)C(C)C)cc1 (stereo not drawn) | -10.0% |
| 37.9% | -1.3% | 7.2 | 12.4%[0.0925 µM] | 16.8% | 2.9% | 6.5% | 2.5% | Cc1ccc(NC(=O)Cc2ncc(C(F)(F)F)cc2Cl)cc1Cl | -1.9% |

Three compounds from above, sorted by the value under G9a block, descending:
| HP1b chromo inh | ERG-DNA inh | PI4K2A inh | G9a block | RGS4 inh | ALOX12 inh | BAZ2B block | GLS inhibitor | SMILES | JMJD2A Tudor inh |
| --- | --- | --- | --- | --- | --- | --- | --- | --- | --- |
| 29.5% | -5.8% | -6.7 | 11.9% | -19.6% | 2.1% | -17.2% | -4.3% | Cc1cc(C)c(N2C(=O)C3C4CC(=O)C(c5ccccc54)C3C2=O)c(C)c1 (stereo not drawn) | -7.8% |
| 5.7% | 1.2% | 0.8 | -3.8% | -0.8% | 6.5% | -37.3% | -0.4% | O=C(CCn1cccc1)Nc1ccc(F)cc1 | -27.0% |
| 16.0% | -19.2% | -0.1 | -44.1% | -18.7% | -13.0% | -3.2% | -12.0% | O=C(N/N=C/c1ccccc1)c1ccc(NC(=O)c2ccc(F)cc2)cc1 | 0.0% |

A portion of the library; rates above refer to the full screens.
